# Source: PubChem BioAssay
# PKM2 act: qHTS Assay for Activators of Human Muscle isoform 2 Pyruvate Kinase. purified PKM2, Kinase-Glo ATP luminescence, activation; response scale: 0% is enzyme alone, no compound. 260,000 tested, 0.34% active. Pyruvate kinase PKM (Homo sapiens), P14618. Potency, µM (doses to about 57.5 µM), for inactives: top-dose activation, actives largely listed as activators; also: potency is read from the fitted curve at half-maximal effect; % is scaled to controls: 0 for no effect and ±100 for the full control effect; nearly all actives have a fitted effect of over 55% in size
# Target sequence (P14618 whole entry, looked up, canonical isoform): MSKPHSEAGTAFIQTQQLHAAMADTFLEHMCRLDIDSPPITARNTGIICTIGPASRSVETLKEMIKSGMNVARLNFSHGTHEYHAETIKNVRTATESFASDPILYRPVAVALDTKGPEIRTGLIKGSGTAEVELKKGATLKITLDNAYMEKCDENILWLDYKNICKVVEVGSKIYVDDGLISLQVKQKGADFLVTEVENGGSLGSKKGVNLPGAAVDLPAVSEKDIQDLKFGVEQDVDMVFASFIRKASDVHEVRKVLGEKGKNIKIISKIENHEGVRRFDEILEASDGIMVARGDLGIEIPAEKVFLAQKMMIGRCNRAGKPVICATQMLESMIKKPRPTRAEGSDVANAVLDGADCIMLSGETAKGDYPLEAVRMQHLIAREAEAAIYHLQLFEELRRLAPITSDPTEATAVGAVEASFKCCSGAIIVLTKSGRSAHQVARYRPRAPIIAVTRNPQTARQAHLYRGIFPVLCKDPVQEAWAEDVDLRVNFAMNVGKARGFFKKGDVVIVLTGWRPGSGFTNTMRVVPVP
#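 hPK-M2, >95% pure; 0.1 mM ADP / 0.5 mM PEP final; imidazole pH7.2 buffer w/ 7 mM MgCl2, 50 mM KCl; 1 h RT; Kinase-Glo lum. Intermediate enzyme activity for dual inhibitor/activator qHTS.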
# B2AR arrestin: qHTS assay of beta-arrestin-biased ligands of beta2-adrenergic receptor | Beta-2 adrenergic receptor (Homo sapiens), P07550 | beta-arrestin recruitment to beta2AR, cell-based reporter | Potency, µM (top dose mostly 46.1 µM), inactives show at the top dose activation, hits mostly activators | 330,000 tested, 0.02% active;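 also: potency is read from the fitted curve at half-maximal effect; 0% = DMSO controls and full agonism = EC100 isoproterenol or metaproterenol; nearly all actives have a fitted effect of over 65% in size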
# Chronic BCR inh: qHTS Assay to Find Inhibitors of Chronic Active B-Cell Receptor Signaling. ABC-DLBCL IkBa-CBG/CBR reporter, luminescence ratio, 4 h. 340,000 tested, 0.05% active. AID 493014, 2011. Potency, µM (doses to about 46.1 µM), for the others: at the highest dose ratio change, negative = lower green/red ratio, usual class: inhibitors; active = well fitted inhibition curve with a large enough effect in the signal ratio, with a control signal flat, not every such curve was filed as active; inconclusive = small, poorly fitted or top-dose-only effect, or effect the other way, or a change in a side signal; the % refers to the signal ratio;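 also: potency is read from the fitted curve at half-maximal effect; plate controls were basal doxycycline-induced cells for no effect and cells given 10 µM MG132 for full effect; MG132 reads +100%, hits lower the ratio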
#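 Cell line TMD8 (human ABC DLBCL), stably expressing tet-inducible CBG68-IkBa fusion and CBR; IMDM/0.5% FBS; cpd up to 46 uM; dox induction, 4 h, 37C/5% CO2; dual luminescence; green/red ratio; MG132 control.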
# Tb PFK block: qHTS Assay to Find Inhibitors of T. brucei phosphofructokinase. Potency, µM (highest dose often 57.5 µM), for inactives: top-dose activity, negative = inhibition, most hits filed as inhibitors. AID 485367, 2010. 330,000 tested, 0.17% active. ATP-dependent 6-phosphofructokinase (Trypanosoma brucei brucei), O15648. T. brucei PFK, ADP-Glo luminescence;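 also: potency is read from the fitted curve at half-maximal effect; 0% = uninhibited 1x PFK enzyme wells and -100% = no-enzyme wells; nearly all actives have a fitted effect of over 60% in size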
#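 PFK 1.25 nM, F6P 0.5 mM, ATP 0.1 mM, 0.1 M TEA pH 8.0, 5 mM MgCl2, 0.01% Tween20, 0.1% BSA; 45 min RT. ADP-Glo readout. qHTS titration up to 57 uM; curves fitted, compounds curve-classed.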
# a7 integrin act: qHTS for Activators of Integrin-Mediated Alleviation for Muscular Dystrophy; 350,000 tested, 0.064% active; alpha7betagal myoblasts, beta-gal FDG fluorescence, 48 h; AID 624291, 2012; Potency, µM (highest dose often 38.3 µM), inactives show top-dose activation, most hits filed as activators;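 also: potency is read from the fitted curve at half-maximal effect; 100% = response of the positive control SU9516; nearly all actives have a fitted effect of over 60% in size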
#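 Alpha7betagal+/- myoblasts (passage 13) were plated 16-24 hr, then exposed to compounds (1:260 dilution of DMSO stock) for 48 hours at 37C. After MPER lysis, β-galactosidase reporter activity was read as FDG fluorescence (ex 480/em 540) after 30 minutes.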
# Menin MLL FP TR: qHTS Assay for Inhibitors Targeting the Menin-MLL Interaction in MLL Related Leukemias: Competition With Texas Red Labeled MLL-derived Mutant Peptide. O00255. Potency, µM (highest dose often 61.6 µM), without a hit: top-dose FP activity change, negative = inhibition, hits mostly inhibitors. Menin + Texas Red MLL mutant peptide, fluorescence polarization. 270,000 tested, 0.23% active; active = well fitted inhibition curve with a large enough effect in the polarisation, with a control signal flat, not every such curve was filed as active; inconclusive = small, poorly fitted or top-dose-only effect, or effect the other way, or a change in a side signal; inactive = no such curve, though single readings can be large or run the other way; the % refers to the polarisation; also: potency is read from the fitted curve at half-maximal effect; % of control where 0% means no effect; many of its hits are not listed in these tables
# PTAP TSG101 blk: qHTS Assay for Iinhibitors of HIV-1 Budding by Blocking the Interaction of PTAP/TSG101. 340,000 tested, under 10 active. Fluorescence polarization, FITC-PTAP peptide / Tsg101 binding. Potency, µM (series often up to 115 µM), for inactives: at the top dose activity change, negative = inhibition, hits mostly inhibitors. Tumor susceptibility gene 101 protein (Homo sapiens), Q99816. AID 493005, 2010; active = well fitted inhibition curve with a large enough effect in the main read-out, with a control signal flat, not every such curve was filed as active; inconclusive = small, poorly fitted or top-dose-only effect, or effect the other way, or a change in a side signal; inactive = no such curve, though single readings can be large or run the other way; also: potency is read from the fitted curve at half-maximal effect; % of control where 0% means no effect
# Target sequence (Q99816 whole entry, looked up): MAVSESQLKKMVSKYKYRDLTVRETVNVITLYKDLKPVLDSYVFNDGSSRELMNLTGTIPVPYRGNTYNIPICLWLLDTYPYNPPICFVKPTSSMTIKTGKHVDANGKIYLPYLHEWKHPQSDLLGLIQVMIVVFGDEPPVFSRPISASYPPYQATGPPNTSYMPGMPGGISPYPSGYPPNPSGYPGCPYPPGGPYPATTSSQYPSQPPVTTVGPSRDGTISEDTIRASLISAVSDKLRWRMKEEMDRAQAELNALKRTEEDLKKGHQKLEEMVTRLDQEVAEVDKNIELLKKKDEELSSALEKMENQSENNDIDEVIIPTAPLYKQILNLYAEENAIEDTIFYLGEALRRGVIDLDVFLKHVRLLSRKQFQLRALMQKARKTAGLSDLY
#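 Tsg101 binding domain (10 uM final) was mixed with compound and a FITC-labeled PTAP peptide (50 nM final) in HEPES pH 7.5 buffer with NaCl, Tween 20, EDTA and TCEP; fluorescence polarization was read after 20 min at r.t.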
# FBPA coupling cs: qHTS Assay for Inhibitors of Fructose-1,6-bisphosphate Aldolase from Giardia Lamblia: Coupling assay counterscreen | coupling enzyme system counterscreen, AmpLite Red fluorescence | activity change, negative = inhibition, % at 58.2 µM, hits read low | 290,000 tested, 0.67% active; in the data active = activity change below about -30%; also: % is scaled to controls: 0 for no effect and ±100 for the full control effect
#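 Fluorescence at 525 nm excitation and 598 nm emission measured inhibition of the coupled detection system without aldolase. Compounds (at 57.5 uM final) were preincubated 10 min at room temperature with coupling enzyme reagent before a 20 min substrate/AmpLite Red step.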
# Giardia kill: Small Molecules that selectively kill Giardia lamblia: qHTS; activity change, % at 7.66 µM, hits read low; Giardia lamblia trophozoite viability; 340,000 tested, 0.15% active; in the data active = activity change below about -80%; inconclusive = between about -30% and that limit;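 also: parasites exposed to compound for two days anaerobically before the ATP read; % is scaled to controls: 0 for no effect and ±100 for the full control effect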
#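 Trophozoite viability was measured as ATP-dependent luminescence, read 15-30 min after reagent addition. Before that, parasites at 100 cells/well were exposed to compounds for 48 h, anaerobically, at 37 deg C.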
# S-ASM inh: Inhibitors of Secretory Acid Sphingomyelinase (S-ASM): qHTS; Potency, µM (series often up to 57.5 µM), for inactives: top-dose activity change, negative = inhibition, usual class: inhibitors; Sphingomyelin phosphodiesterase (Homo sapiens), P17405; placental ASM, HMU-PC fluorogenic substrate, 60 min; 340,000 tested, 0.006% active; also: potency is read from the fitted curve at half-maximal effect
#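 Steps: dispense placental human ASM, pin compound, wait 10 min at room temperature, add HMU-PC0 substrate at 9 uM final, incubate 60 min at 37 °C, add stop solution raising pH to 10, read fluorescence.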
# GALK inh: qHTS Assay for Inhibitors of Human Galactokinase (GALK) | Potency, µM (top dose mostly 57.5 µM), inactives show top-dose activity change, negative = inhibition, hits mostly inhibitors | Purified GALK, Kinase-Glo residual ATP luminescence | P51570 | AID 1868, 2009 | 270,000 tested, 0.007% active; also: potency is read from the fitted curve at half-maximal effect; % is scaled to controls: 0 for no effect and ±100 for the full control effect
#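 GALK at 5 nM final was combined with compound, 35 uM ATP and 100 uM galactose in HEPES pH8.0 with MgCl2 and DTT. The reaction ran one hour at room temperature before luminescent ATP detection.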
# * = called active by the depositor; i = inactive; ? = inconclusive; . = not tested or not shown; [ ] = remark or other dose. Unless noted, calls follow the shape of the dose curve; as a rule, active = well fitted curve in the direction sought with a large enough effect; inconclusive = small, poorly fitted or top-dose-only effect, or another doubt; inactive = no such curve, though single readings can be large; an effect the other way counts as inactive or inconclusive. This is a subset; count on the stated rates, not on these rows.
SMILES,PKM2 act,B2AR arrestin,Chronic BCR inh,Tb PFK block,a7 integrin act,Menin MLL FP TR,PTAP TSG101 blk,FBPA coupling cs,Giardia kill,S-ASM inh,GALK inh
CNCCc1c[nH]c2ccc(O)cc12,.,.,.,.,.,1%,0%,-5,2,-3%,.
Nc1ccncc1Cl,1%,-0.5%,-3%,-3%,9%,0%,-1%,0,-4,-1%,3%
COC1=CC2C3Cc4ccc(OC)c(O)c4C2(CCN3C)CC1=O (centres undefined),.,-1.0%,?,-7%,-18%,.,0%,.,6,3%,.
COc1ccc2nc3oc(C(=O)N4CCC5(CC4)OCCO5)cc3cc2c1,-3%,-0.3%,2%,0%,6%,-16%,-4%,-3,-17,137%[activator],-2%
O=c1c2ccccc2nc(CSc2ncnc3nc[nH]c23)n1-c1ccc(Cl)c(Cl)c1,-3%,0.1%,-9%,2%,6%,0%,-5%,1,-8,1%,5%
N#CCCCCC#N,.,-1.1%,1%,0%,6%,.,-4%,.,0,-1%,.
O=C1CC(=O)N(Cc2ccccc2)C(=O)N1CCCCCCN1C(=O)CC(=O)N(Cc2ccccc2)C1=O,3%,-0.6%,13%,0%,3%,.,-5%,9,-11,12%,.
N[C@@H](Cc1c[nH]c2ccccc12)c1nnc(SCc2ccc(Cl)cc2)o1,0%,0.0%,-1%,-1%,7%,22%,-9%,-8,-5,-4%,10%
CCCCn1c(O)c(C(C)=Nc2ccc(OCC)cc2)c(=O)[nH]c1=O,3%,-0.6%,1%,-3%,-24%,-14%,-2%,-4,-4,-6%,4%
COC(=O)c1cc(=O)n(Cc2cccs2)c(=Nc2ccc(F)cc2)s1,15%,0.4%,?,-5%,-31%,10%,1%,-3,8,-10%,1%
COc1ccc(C2=CC(c3ccc(OC)c(OC)c3)c3c(c4ccccc4oc3=O)O2)cc1OC (centres undefined),0%,-0.9%,?,10%,-27%,21%,-4%,2,5,-11%,-1%
CC(C)(C)OC(=O)c1c(N)n(Cc2ccco2)c2nc3ccccc3nc12,11%,0.3%,?,0%,-13%,19%,0%,-2,21,i,0%
CCCCNC(=O)c1c(N)n(Cc2ccc3c(c2)OCO3)c2nc3ccccc3nc12,1%,-0.1%,6%,-5%,11%,36%[activator],4%,-13,-6,i,-1%
CN(C=O)CP(=O)(O)CN(C)C=O,0%,-1.1%,-11%,4%,-6%,0%,-6%,-1,-1,0%,1%
c1cncc(CNC2CCCC2)c1,?,0.1%,4%,0%,0%,-2%,-4%,1,7,5%,5%
CN(C)C(=O)Oc1ccc(Br)c2ccccc12,-28%,0.0%,0%,0%,?,-1%,2%,4,?,3%,10%
CC(C)c1ccc(OCC(=O)N2CCCN(C)CC2)cc1,2%,0.0%,-3%,1%,0%,.,-4%,.,-13,3%,-1%
CCOP(=S)(OCC)SCC(=O)NC(C(=O)O)C(C)C (centres undefined),-3%,0.0%,?,3%,37%,.,-4%,3,6,2%,-1%
COc1ccc(C(Nc2ccccc2)P(=O)(Oc2ccccc2)Oc2ccccc2)cc1 (centres undefined),1%,-0.1%,?,6%,-2%,-16%,1%,-19,5,-3%,0%
COC(=O)C1=C(c2ccc(OC(F)(F)F)cc2)C[C@@H]2CC[C@H]1N2C(=O)NCc1cccc2ccccc12,.,-0.1%,?,3%,-23%,.,-3%,.,1,-15%,.

# Given as labelled records: part of the list above.
Nc1ccncc1Cl
  PKM2 act: 1%
  B2AR arrestin: -0.5%
  Chronic BCR inh: -3%
  Tb PFK block: -3%
  a7 integrin act: 9%
  Menin MLL FP TR: 0%
  PTAP TSG101 blk: -1%
  FBPA coupling cs: 0
  Giardia kill: -4
  S-ASM inh: -1%
  GALK inh: 3%

COC1=CC2C3Cc4ccc(OC)c(O)c4C2(CCN3C)CC1=O (centres undefined)
  PKM2 act: .
  B2AR arrestin: -1.0%
  Chronic BCR inh: ?
  Tb PFK block: -7%
  a7 integrin act: -18%
  Menin MLL FP TR: .
  PTAP TSG101 blk: 0%
  FBPA coupling cs: .
  Giardia kill: 6
  S-ASM inh: 3%
  GALK inh: .

# Continuation.
SMILES,PKM2 act,B2AR arrestin,Chronic BCR inh,Tb PFK block,a7 integrin act,Menin MLL FP TR,PTAP TSG101 blk,FBPA coupling cs,Giardia kill,S-ASM inh,GALK inh
Cc1cc2ccccc2c(=O)n1CC(=O)NCC(=O)N1CCC2(CC1)OCCO2,.,0.1%,-1%,1%,6%,-1%,1%,-2,-17,2%,11%
COCCNC(=O)c1c(N)n(CCC(C)C)c2nc3ccccc3nc12,-1%,-0.6%,?,2%,-17%,17%,-4%,-36*,-2,i,0%
CCOc1ccc(NC(=O)c2ccc(NC(=O)COC(=O)Cc3ccccc3)cc2)cc1,0%,-0.3%,-19%,-2%,7%,-14%,0%,-6,28,0%,.
Cc1cc(=O)oc2cc(OCC(=O)N3C[C@H]4C[C@@H](C3)c3cccc(=O)n3C4)c(Cl)cc12,0%,-0.8%,1%,0%,2%,7%,0%,-2,-3,10%,.
O=C(C(Cc1ccccc1)NS(=O)(=O)c1ccc(F)cc1)N1CCC2(CC1)OCCO2 (centres undefined),1%,0.1%,?,-4%,0%,-10%,-3%,1,20,1%,3%
CSc1ccc(Cl)c(C(=O)OCC(=O)N2CCN(C(=O)c3ccco3)CC2)c1,.,0.0%,?,?,-33%,.,0%,.,-18,3%,.
Nc1c(C(=O)NCc2ccco2)c2nc3ccccc3nc2n1Cc1ccccc1,2%,0.2%,?,8%,13%,?,-2%,-28,8,i,.
CC(=NCc1cccnc1)c1c(O)n(-c2ccccc2)c(=O)[nH]c1=O,2%,-4.3%,-7%,1%,-13%,-1%,-7%,0,-6,0%,0%
Cc1ccc(CN2CCCN(Cc3ccccc3C)S2(=O)=O)cc1,.,-0.3%,0%,1%,-18%,-24%,1%,-1,-22,-3%,-1%
COc1cc2[nH]c(C(=O)N3CCC4(CC3)OCCO4)cc2c(OC)c1OC,.,-0.4%,-7%,1%,20%,.,-5%,.,-2,2%,4%
O=C(CN1CCCCC1)c1ccccc1F,1%,0.2%,12%,-4%,?,-4%,-7%,0,-14,0%,11%
CCC(=NCC1CCCO1)c1c(O)[nH]c(=O)[nH]c1=O (centres undefined),0%,0.1%,0%,0%,7%,-11%,-1%,2,1,0%,-1%
CCn1cc(C(=O)N2CCOCC2)c2ccccc21,2%,-0.2%,-19%,4%,7%,6%,-3%,4,-12,2%,7%
CN(C)CCCN=Cc1c(O)n(Cc2ccco2)c(=O)[nH]c1=O,-1%,-0.2%,3%,-3%,-8%,0%,1%,0,11,7%,1%
CCOC(=O)c1c(NS(=O)(=O)c2ccccc2)n(CCCOC)c2nc3ccccc3nc12,-3%,-0.4%,7%,-3%,-23%,-10%,-1%,-39*,10,i,-2%
Cc1cc(Cl)ccc1OCC(=O)N1CCN(C)CC1,0%,-0.3%,5%,2%,15%,-1%,-7%,3,2,0%,2%
O=C(CNC(=O)c1cccc(Cl)c1)Nc1ccc(Br)cc1C(=O)c1ccccc1,6%,3.7%,?,5%,-22%,-1%,0%,2,-7,-10%,-1%

# A different layout for 2 compounds above:
# Each structure is followed by: PKM2 act | B2AR arrestin | Chronic BCR inh | Tb PFK block | a7 integrin act | Menin MLL FP TR | PTAP TSG101 blk | FBPA coupling cs | Giardia kill | S-ASM inh | GALK inh
O=C1CC(=O)N(Cc2ccccc2)C(=O)N1CCCCCCN1C(=O)CC(=O)N(Cc2ccccc2)C1=O
    3% | -0.6% | 13% | 0% | 3% | . | -5% | 9 | -11 | 12% | .
Nc1ccncc1Cl
    1% | -0.5% | -3% | -3% | 9% | 0% | -1% | 0 | -4 | -1% | 3%
